# Screening results: PubChem, National Center for Advancing Translational Sciences (NCATS)
# Menin MLL FP TR: menin-MLL binding inhibition, Texas Red mutant peptide | O00255 | Menin + Texas Red MLL mutant peptide, fluorescence polarization | Potency, µM (top dose mostly 61.6 µM), for the others: at the top dose FP activity change, negative = inhibition, hits mostly inhibitors | 270,000 tested, 0.23% active | AID 1768; active = well fitted inhibition curve with a large enough effect in the polarisation, with a control signal flat, not every such curve was filed as active; inconclusive = small, poorly fitted or top-dose-only effect, or effect the other way, or a change in a side signal; inactive = no such curve, though single readings can be large or run the other way; the % refers to the polarisation; note: potency is the fitted concentration of half-maximal effect; % of control where 0% means no effect; many of its hits are not listed in these tables
# RORg inh: inhibitors of mouse ROR gamma transcriptional activity. P51450. Drosophila S2 Gal4-RORgamma UAS-luciferase reporter, 20 h. Potency, µM (titrated, usually from 53.6 µM), for inactives: at the top dose activity change, negative = inhibition, hits mostly inhibitors. 310,000 tested, 5.4% active; note: potency is the fitted concentration of half-maximal effect; % is set by controls: 0 for no effect and ±100 for the full control effect; nearly all actives have a fitted effect of over 60% in size
# Target sequence (P51450 whole entry, looked up, the tested form may be a part): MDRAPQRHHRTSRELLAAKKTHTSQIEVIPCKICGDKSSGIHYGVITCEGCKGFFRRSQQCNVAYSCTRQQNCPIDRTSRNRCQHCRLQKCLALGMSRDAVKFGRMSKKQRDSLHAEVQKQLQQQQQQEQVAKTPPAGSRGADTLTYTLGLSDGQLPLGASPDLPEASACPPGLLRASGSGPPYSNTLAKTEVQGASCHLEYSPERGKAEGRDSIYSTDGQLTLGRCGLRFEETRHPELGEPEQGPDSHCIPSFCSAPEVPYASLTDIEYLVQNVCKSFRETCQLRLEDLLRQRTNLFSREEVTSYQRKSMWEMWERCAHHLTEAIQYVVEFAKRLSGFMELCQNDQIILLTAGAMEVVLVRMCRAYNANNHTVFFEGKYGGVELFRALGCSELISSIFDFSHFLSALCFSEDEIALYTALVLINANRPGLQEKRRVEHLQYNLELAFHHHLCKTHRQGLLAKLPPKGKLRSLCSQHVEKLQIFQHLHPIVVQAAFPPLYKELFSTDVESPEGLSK
#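 ROR gamma transcriptional activity was tracked as Gal4-UAS luciferase output in stably transfected Drosophila Schneider cells, with compound added 1 hr before 700 uM copper sulfate induction and a 20 hr ambient-temperature incubation.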
# MBNL1-CUG inh: blocks human MBNL1 binding to CUG repeat RNA; AID 2675; Q9NR56; 280,000 tested, 0.036% active; TR-FRET MBNL1-His/biotin-(CUG)12 binding, 665/545 ratio; Potency, µM (titrated, usually from 57.5 µM), for the others: at the highest dose activity change, negative = inhibition, most hits filed as inhibitors; active = well fitted inhibition curve with a large enough effect in the signal ratio, with a control signal flat, not every such curve was filed as active; inconclusive = small, poorly fitted or top-dose-only effect, or effect the other way, or a change in a side signal; inactive = no such curve, though single readings can be large or run the other way; the % refers to the signal ratio; note: potency is the fitted concentration of half-maximal effect; % is set by controls: 0 for no effect and ±100 for the full control effect
#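 MBNL1-His + Biotin-(CUG)12, cpd titration 92 nM–58 uM; Tb anti-His Ab 0.055 ng/ul, SA-XL665 5 nM (final); 60 min RT; ratiometric 665/545 nm, Ex 340 nm; normalized to buffer and full-complex controls.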
# PKM2 activator: increases activity of human pyruvate kinase M2. AID 1631. purified PKM2, Kinase-Glo ATP luminescence, activation; response scale: 0% is enzyme alone, no compound. P14618. Potency, µM (top dose mostly 57.5 µM), for inactives: top-dose activation, usual class: activators. 260,000 tested, 0.34% active; note: potency is the fitted concentration of half-maximal effect; % is set by controls: 0 for no effect and ±100 for the full control effect; nearly all actives have a fitted effect of over 55% in size
# Target sequence (P14618 whole entry, looked up): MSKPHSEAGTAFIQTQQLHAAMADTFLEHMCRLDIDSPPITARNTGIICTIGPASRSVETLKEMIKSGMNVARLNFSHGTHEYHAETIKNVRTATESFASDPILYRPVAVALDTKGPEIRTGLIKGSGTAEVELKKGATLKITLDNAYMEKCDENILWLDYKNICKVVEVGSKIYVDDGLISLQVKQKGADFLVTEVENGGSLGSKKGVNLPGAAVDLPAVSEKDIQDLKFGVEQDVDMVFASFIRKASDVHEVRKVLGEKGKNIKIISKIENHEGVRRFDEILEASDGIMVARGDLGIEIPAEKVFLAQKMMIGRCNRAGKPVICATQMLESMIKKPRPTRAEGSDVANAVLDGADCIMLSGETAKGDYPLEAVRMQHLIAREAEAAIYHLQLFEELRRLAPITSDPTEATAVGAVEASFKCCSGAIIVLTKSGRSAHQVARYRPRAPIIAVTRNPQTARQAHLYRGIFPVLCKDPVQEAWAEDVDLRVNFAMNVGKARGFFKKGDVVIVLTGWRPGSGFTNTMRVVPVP
#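 ATP formation by purified human PK-M2, quantified via coupled luciferase luminescence after 1 h at room temperature with 0.1 mM ADP and 0.5 mM PEP final.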
# NPC1 prom act: NPC1 promoter activation. Huh7 NPC1 promoter luciferase reporter, 24 h. Potency, µM (highest dose often 9.22 µM), for inactives: at the highest dose activation, most hits filed as activators. 320,000 tested, 2.4% active. AID 485313;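 note: potency is the fitted concentration of half-maximal effect; % of control where 0% means no effect; nearly all actives have a fitted effect of over 60% in size; reporter is driven by a mutant NPC1 promoter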
#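 Cells: Huh7 expressing luciferase under the NPC1 promoter, 1500/well. Seeded 2 h, compound added, incubated 24 h at 37 °C. Luciferase reagent, 10 min ambient, then luminescence.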
# FLuc counter: counter-screen for miR-21 project: firefly luciferase inhibitors or activators. 360,000 tested, 6.9% active. P08659. purified FLuc, Km substrates, luminescence inhibition. Potency, µM (titrated, usually from 57.5 µM), for inactives: at the top dose activity change, negative = inhibition, most hits filed as inhibitors;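 note: potency is the fitted concentration of half-maximal effect; plate controls were vehicle for no effect and reference inhibitor for full effect; nearly all actives have a fitted effect of over 55% in size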
#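 Purified P. pyralis luciferase, 10 nM final, with Km-level 10 uM D-luciferin and 10 uM ATP in 50 mM Tris acetate pH 7.5, 10 mM Mg acetate, 0.01% Tween-20, 0.05% BSA; 6-point qHTS titration about 60 µM downward; luminescence read.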
# Mito fusion act: blocks mitochondrial division or promotes mitochondrial fusion; S. cerevisiae fusion-defective mutant growth rescue, CellTiterGlo 48 h; Potency, µM (titrated, usually from 46.1 µM), for the others: top-dose growth rescue (activation), most hits filed as activators; 320,000 tested, 0.23% active; AID 485298;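 note: potency is the fitted concentration of half-maximal effect; % of control where 0% means no effect; nearly all actives have a fitted effect of over 45% in size; temperature-sensitive fusion mutants such as fzo1-1 at 37 °C on non-fermentable ethanol glycerol medium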
#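 Temperature-sensitive fusion-defective S. cerevisiae (e.g. fzo1-1, mgm1-5) were grown with compound in YPEG medium (3% ethanol, 3% glycerol) for 48 hours at 37C. Growth rescue was measured as viability by CellTiterGlo luminescence after 10 minutes at ambient.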
# Rab9 promoter act: activators of Rab9 promoter | Huh7 Rab9 promoter-luciferase reporter, luminescence, 24 h | Potency, µM (doses to about 9.22 µM), for the others: at the highest dose activation, negative = inhibition, most hits filed as activators | 320,000 tested, 2.8% active; note: potency is the fitted concentration of half-maximal effect; % of control where 0% means no effect; nearly all actives have a fitted effect of over 60% in size
#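 Steps: seed 1500 Huh7 Rab9-luc cells per well, rest 2 h at 37 °C; add compound in DMSO; incubate 24 h; add luciferase reagent, 10 min ambient; read luminescence.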
# Gal4-VP16 FLuc: counter-screen for ROR gamma inhibitors: Gal4-VP16 reporter; Drosophila S2 Gal4-VP16 UAS-luciferase, luminescence, 20 h; AID 2546; 310,000 tested, 3.5% active; Potency, µM (series often up to 53.6 µM), inactives show at the top dose activity, negative = inhibition, usual class: inhibitors;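 note: Gal4-VP16 expression switched on by copper sulfate through the metallothionein promoter; potency is the fitted concentration of half-maximal effect; % is set by controls: 0 for no effect and ±100 for the full control effect; nearly all actives have a fitted effect of over 50% in size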
# KCNH2 3.1 block: inhibitors of human KCNH2 3.1 potassium channel isoform; 340,000 tested, 0.95% active; AID 720553; U2OS KCNH2 3.1, thallium flux FluxOr; hits give low values; activity change, % (tested at about 1.8 µM);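 active = maximum activity change below -70%; inconclusive = maximum activity change from -70% to -50%; inactive = maximum activity change above -50%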;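 note: thallium influx rate constant from kinetic fluorescence after stimulation buffer; % is set by controls: 0 for no effect and ±100 for the full control effect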
#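 Measured as rate of thallium-driven FluxOr signal in transduced U2OS cells carrying the 3.1 channel, read kinetically for 2 min upon stimulation; values are rate constants scaled to DMSO control wells.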
# ELG1 repair inh: ELG1-dependent DNA repair inhibition; HEK293T ELG1-luciferase reporter, luminescence, 16 h; DNA damage induced by 5-fluorouridine; Potency, µM (highest dose often 46.1 µM), for inactives: at the highest dose activity change, negative = inhibition, usual class: inhibitors; 330,000 tested, 2.3% active; AID 504467; note: potency is the fitted concentration of half-maximal effect; % is set by controls: 0 for no effect and ±100 for the full control effect; nearly all actives have a fitted effect of over 55% in size
#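 Luminescence from the luciferase reporter, measured 30 min after ONE-Glo reagent at room temperature, was the read-out. Beforehand, 2,000 cells per well were exposed for 16 hr at 37 °C to 5-fluorouridine together with compound or vehicle.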
# Active calls of the source: *; ? = inconclusive; / = not tested or not shown; & = joins results of further samples; [ ] = remark or other dose. Unless noted, calls come from the whole dose curve; as a rule, active = well fitted curve in the direction sought with a large enough effect; inconclusive = small, poorly fitted or top-dose-only effect, or another doubt; inactive = no such curve, though single readings can be large; an effect the other way counts as inactive or inconclusive.
smiles	Menin MLL FP TR	RORg inh	MBNL1-CUG inh	PKM2 activator	NPC1 prom act	FLuc counter	Mito fusion act	Rab9 promoter act	Gal4-VP16 FLuc	KCNH2 3.1 block	ELG1 repair inh
CC(=O)c1csc(COc2ccccc2)n1	/	26%	/	-6%	26%	?	2%	23%	-4%	-3	?
CCCn1cnc2c(=O)oc3ccccc3c21	-26%	-1%	-7%	4%	-4%	4%	-2%	2%	-7%	12	0%
COc1ccccc1C(C[N+](=O)[O-])c1c(N)n(C)c(=O)n(C)c1=O (stereo not given)	/	?	-15%	9%	-26%	5%	-16%	-26%	14µM*	-1	?
CC(=O)c1ccc(NC(=O)N2C3CCC2CC(O)(c2cccnc2)C3)cc1 (stereo not given)	7%	8%	6%	4%	1%	0%	1%	-3%	4%[10 µM]	1	4%
Cc1cccc(C2CN(C)CCc3c2cc(O)c(O)c3Cl)c1 (stereo not given)	1%	/	/	/	-2%[46.1 µM]	2%	?	-20%[46.1 µM]	/	11	2%
Cc1cc(C)c2cc(C(=O)N3CCC(Cc4ccccc4)CC3)[nH]c2c1	/	14%	-4%	-4%	-5%	-4%	4%	-3%	2%	1	-12%
Cc1nn(CC(=O)Nc2ccc(Cl)c(S(=O)(=O)N(C)C)c2)c(C)c1[N+](=O)[O-]	14%	34%	-10%	0%	0%	5%	28%	0%	3%	0	?
COCCNC(=O)c1cnn2c(C(F)F)cc(-c3ccccc3)nc12	-23%	0%	14%	4%	-5%	-1%	6%	-9%	5%	13	?
CCOc1ccc(C(C)=O)cc1CN1C(=O)NC2(CCCCCC2)C1=O	-11%	?	-6%	5%	0%	1%	-1%	-4%	-4%	1	-3%
Cc1cc(N2CCN(C)CC2)nc2ccc(NC(=O)c3ccc4c(c3)OCO4)cc12	18%	2%	-4%	6%	28%	13µM*	-6%	?	9%	-36	?
COc1ccccc1-c1nnc(NC(=O)OCC(C)C)s1	?	-14%	-21%	4%	6%	9%	-8%	-12%	0%	-29	7%
O=C(NCc1ccc(F)cc1)C(=O)NCC(c1ccco1)N1CCOCC1 (stereo not given)	-1%	29%	-12%	3%	-6%	-1%	-3%	-4%	0%	6	1%
Cc1ccc(NC(=O)COC(=O)CN2C(=O)C3CCCCC3C2=O)cc1S(=O)(=O)N1CCOCC1 (stereo not given)	-10%	14%	/	2%	-4%	1%	3%	-5%	-3%	11	-5%
O=C(CC(=O)N/N=C/c1c(F)cccc1Cl)NCCc1ccccc1	-23%	16%	2%	-1%	4%	1%	-2%	-1%	-3%	5	-16%
CCOC(=O)N1CCN(C(=O)c2ccc3nc(-c4ccccc4)c(-c4ccccc4)nc3c2)CC1	/	-6%	32%[activator]	/	-3%	3%	?	-1%	-5%	3	23µM*
Cc1cc(S(=O)(=O)N2CCN=C2c2ccccc2)ccc1F	-1%	-34%	-4%	8%	-4%	9%	0%	1%	?	-18	-3%
COCCNC(=O)[C@@]1(Cc2ccccc2)C=C[C@@H](C)N1C(C)=O	19%&8%	-4%&9%	0%	0%&-2%	-1%	?	-4%	2%	17%&-12%	0	?
S=C(NCC(c1ccco1)N1CCCC1)Nc1ccccc1 (stereo not given)	-17%	?	/	2%	-5%	0%	-11%	-1%	-4%	-1	10%
C/C(CC(=O)Nc1ccc(C)c(Cl)c1)=N\NC(=O)Cc1cnc(N)s1	-2%	26%	2%	-19%	-1%	-2%	-4%	-2%	?	36	-3%
O=C(Cc1ccc(Cl)cc1)NNC(=O)C1CC=CCC1C(=O)O (stereo not given)	-11%	-19%	-11%	2%	-3%	-3%	2%	14%	-5%	/	-4%
C=CCN1C(=O)c2ccccc2Sc2ccc(C(=O)NCC(OC)OC)cc21	-23%	2%	-9%	/	5%	1%	19%	-2%	0%	-4	3%
C=CCn1c(SCC(=O)c2cccs2)nc2sc(C)cc2c1=O	-18%	?	3%	5%	-2%	-2%	3%	0%	6%	12	?
COc1ccccc1C(=O)OCC(=O)NC(C)CCc1ccccc1 (stereo not given)	0%	31%	-12%	/	-5%	-2%	13%	2%[1.84 µM]	3%	0	13%
Cc1nc2ccccc2nc1Nc1cccc(Cl)c1	?	13%	0%	/	0%	-18%	4%	8%	8%	1	6%
Cc1ccccc1NC(=O)Nc1cnccn1	-7%	-19%	-2%	-5%	1%	-3%	-1%	-3%	-14%	-18	-3%
COc1c(Cl)cc(Cl)cc1/C=N/NC(=O)c1nnn(-c2nonc2N)c1CN1CCC(C)CC1	21%	-26%	-5%	/	0%	4%	-2%	2%	-3%	-5	3%
COc1ccc(CCNC(=O)c2cccc(Br)c2)cc1OC	1%	40%	0%	-3%[11.5 µM]	0%	-5%	-1%	-3%	-6%	-8	-13%
O=C(C1CC(=O)N(c2ccccc2)C1)N1CCCCCC1 (stereo not given)	-3%	-9%	-3%	-1%	0%	3%	-1%	3%	18%	19	1%
COc1cccc(-c2csc(N3CCN(CC(=O)Nc4ccc5c(c4)OCO5)CC3)n2)c1	15%	-1%	3%	0%	0%	-13%	19%	-2%	2%	-16	?
O=C(Cc1ccsc1)NCC(=O)Nc1ccc(F)c(F)c1	/	6%	-6%	12%	1%	4%	-3%	-1%	2%	-3	16%
COc1cc2c(cc1OC)CN(S(=O)(=O)c1ccc3c(c1)OCCO3)CC2	-1%[11.7 µM]	7%	-1%	8.9µM*	-1%	0%	2%	-9%	-7%	-10	-18%
COc1cccc(-n2cc(CN(C)Cc3nc(Cc4cccc(F)c4)no3)cn2)c1	-5%	0%	-20%	1%	-1%	1%	20%	0%	3%	-20	?
Cc1ccc(N(CC(O)CN2CCCC2)S(=O)(=O)c2ccc(C)cc2)cc1 (stereo not given)	-9%	0%	-2%	-3%	-5%	3%	-1%	0%	-2%	-104*	-8%
COc1ccc(-n2c(SCC(N)=O)nnc2-c2ccccc2F)cc1	-4%	?	-5%	5%	-4%	3%	0%	-1%	1%	0	11%
CCN(CC)c1ccc(/C=C/c2nc3ccccc3s2)cc1	/	1.6µM*	-6%	3%	?	0.6µM*	-4%	4%	7.1µM*	/	?
COc1ccc(NC(=O)Nc2cccc(C)n2)cc1	-7%	0%	3%	-1%	?	8.5µM*	1%	?	-3%	-5	?
CSc1ccccc1-n1nnnc1SCC(=O)Nc1ccccc1C	-6%	-12%	?	1%	1%	-2%	4%	1%	2%	6	0%
Oc1ccc(Br)cc1/C=N/n1c(-c2ccccc2)n[nH]c1=S	28%	/	-1%	-1%	1%	3%	1%	0%	/	2	-4%
Cc1cc(C)c(OC2(c3ccccc3)OC(=O)c3ccccc32)c(C)c1 (stereo not given)	0%	1%	-10%	1%	-4%	4%	-3%	-1%	-5%	-19	-12%
O=C(Cn1cnc2ccccc2c1=O)NCc1cccs1	-5%	5%	/	3%	3%	0%	-1%	-1%	2%	7	7%
CCCc1nc(C)cc(N2CCN(c3ccccc3)CC2)n1	-28%	-25%	-3%	/	2%	5%	-29%	-4%	2%	-37	-14%
CCN(CC(=O)Nc1c(F)cccc1F)C(=O)c1ccc(-c2ccccc2)cc1	/	/	/	/	-10%	0%	6%	7%	/	6	-7%
O=[N+]([O-])c1cccc(-c2nnc(-c3ccc4c(c3)OCO4)o2)c1	-3%	7%	/	-3%	2.5µM*	2.7µM*	-9%	2.2µM*	-2%	11	?
Cc1ccc(C(C(=O)NC2CCCCC2)N(Cc2ccco2)C(=O)Cn2cnc3ccccc32)cc1 (stereo not given)	-22%	6%	-5%	4%	-6%	-2%	-3%	1%	-9%	2	-24%
CN1CCN(c2nc(-c3ccccn3)nc3ccccc23)CC1	-5%	-30%	6%	-16%	2%	-1%	-3%	1%	-17%	-3	?
O=C(CSc1nnnn1-c1ccccc1)Nc1ncc(Cc2cc(Cl)ccc2Cl)s1	-11%	-7%	-4%	2%	-1%	2%	-3%	-4%	0%	1	3%
COc1cccc(C(=O)Nc2cccc(OCC(=O)O)c2)c1	5%	-27%	-5%	-41%	-4%	24µM*	-4%	-3%	-9%	4	16%

# Not all compounds are listed. The share of hits here may be higher or lower than overall.
